OPRM1-OPRD1 ag = agonists of human mu-delta opioid receptor heterodimerization; activation, % at 9.3 µM; cells, OPRM1-OPRD1 heterodimerization, luminescence; P35372+P41143; actives 0.3% (n = 340,000); in the data active means activation above about 18%;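 further: 0% = vehicle-treated cells and 100% = reference agonist; values of inactives mirror those of a sister screen read the other way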
C-LANA FP = blocks KSHV LANA C-terminal domain binding to DNA | AID 504423 | actives 0.078% (n = 340,000) | MBP-C-LANA/FAM-LBS DNA binding, fluorescence polarization | inhibition, % at 9 µM;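 active means highest replicate inhibition at or above 60% at 9 µM, even if other replicates fall short; inactive means all replicates below 60% inhibition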;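 further: 0% = neutral control wells and 100% = 4 µM acridine orange control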
MOR-DOR inv ag = mu-delta opioid heterodimer inverse agonism | inhibition, % at 9.3 µM | AID 504357 | P35372+P41143 | actives 0.21% (n = 340,000) | cell-based MOR-DOR heterodimer luminescence; in the data active means inhibition above about 22%, passing the limit was not always enough;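 further: 0% = cells with DMSO and 100% = wells without cells with DMSO; values of inactives mirror those of a sister screen read the other way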
Keap1-Nrf2 PPI = disrupts human Keap1 binding to Nrf2 peptide. Q14145. Keap1 Kelch-Nrf2 peptide fluorescence polarization, 1536-well. inhibition, % at 9.4 µM. actives 0.15% (n = 340,000). AID 504523; in the data active means inhibition above about 12%;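 further: human Keap1 Kelch domain with fluorescein labeled Nrf2 9mer peptide probe; 0% = neutral control wells and 100% = peptide positive control; higher means more block of Keap1 binding to Nrf2 peptide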
Target sequence (Q14145 whole entry, looked up, the tested form may be a part): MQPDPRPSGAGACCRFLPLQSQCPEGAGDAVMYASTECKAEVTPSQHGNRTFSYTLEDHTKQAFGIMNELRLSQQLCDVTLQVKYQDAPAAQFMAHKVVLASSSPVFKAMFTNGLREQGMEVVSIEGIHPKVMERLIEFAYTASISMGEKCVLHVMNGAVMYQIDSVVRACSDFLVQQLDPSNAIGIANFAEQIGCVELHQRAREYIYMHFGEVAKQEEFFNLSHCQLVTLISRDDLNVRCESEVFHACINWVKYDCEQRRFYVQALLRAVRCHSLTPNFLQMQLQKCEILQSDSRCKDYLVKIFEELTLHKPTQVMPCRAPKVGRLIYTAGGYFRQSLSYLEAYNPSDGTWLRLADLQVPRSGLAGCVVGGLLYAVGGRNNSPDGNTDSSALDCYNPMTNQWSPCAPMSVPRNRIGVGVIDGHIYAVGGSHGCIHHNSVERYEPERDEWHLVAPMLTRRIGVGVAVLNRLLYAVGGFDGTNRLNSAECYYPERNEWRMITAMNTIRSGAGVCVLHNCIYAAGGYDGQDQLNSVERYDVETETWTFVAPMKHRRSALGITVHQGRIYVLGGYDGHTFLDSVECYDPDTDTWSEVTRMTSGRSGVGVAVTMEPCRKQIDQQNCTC
cardiac RTF act = increases calcium sensitivity of human cardiac regulated thin filaments; P19429+P45379; IANBD-labeled TnC RTF fluorescence at EC20 calcium; 0% EC20 calcium, 100% full calcium; activation, % at 7.2 µM; actives 0.24% (n = 340,000); AID 493008;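 active means activation above the mean over all tested compounds plus 3 SD, cut at about 30% in these data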;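 further: rise in fluorescence read as greater calcium sensitivity of cardiac thin filaments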
HTR5A ag ctr = counter-screen for OPRM1-OPRD1 agonists: human HTR5A agonism; activation, % at 9.3 µM; actives 0.61% (n = 340,000); P47898; HTR5A agonist assay, luminescence, cell-based; AID 504692; in the data active means activation mostly above about 9.5%, no sharp cut-off; inactive means mostly below about 7.6%;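 further: 0% = cells with vehicle only and 100% = reference agonist; strong numbers were not always called active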
Target sequence (P47898 whole entry, looked up): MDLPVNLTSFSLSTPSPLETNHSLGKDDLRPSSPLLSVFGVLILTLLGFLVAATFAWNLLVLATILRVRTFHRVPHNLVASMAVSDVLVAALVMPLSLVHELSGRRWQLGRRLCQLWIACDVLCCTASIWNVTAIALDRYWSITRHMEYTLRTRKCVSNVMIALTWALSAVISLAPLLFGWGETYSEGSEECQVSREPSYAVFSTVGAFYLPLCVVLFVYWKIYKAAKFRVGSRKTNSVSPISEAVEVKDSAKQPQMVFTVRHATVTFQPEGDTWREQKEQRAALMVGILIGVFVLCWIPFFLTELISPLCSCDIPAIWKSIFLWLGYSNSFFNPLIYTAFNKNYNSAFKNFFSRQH
CAL PDZ FP = blocks peptide binding to the human CAL PDZ domain. Q9HD26. actives 0.92% (n = 300,000). inhibition, % at 24.9 µM. purified CAL PDZ, TMR-peptide fluorescence polarization, 1 h;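 active means mean inhibition of at least 30% with at least half of replicates also reaching 30%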;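 further: 0% = DMSO neutral control and 100% = excess unlabeled competitor peptide PRC23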
Cardiac RTF inh = cardiac RTF calcium desensitization. IANBD-labeled cardiac RTF, Ca2+ fluorescence. inhibition, % at 7.15 µM. actives 0.12% (n = 340,000). AID 493244;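 active means inhibition above the mean inhibition of all tested compounds plus 3 SD, cut at about 17% in these data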;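 further: assay run at fixed EC70 calcium of 1.6 mM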
V-ATPase pH = yeast V-ATPase proton transport regulation by pHLuorin | S. cerevisiae, pHLuorin cytosolic pH fluorescence | response, % at 10 µM | actives 0.37% (n = 350,000); in the data active means response mostly above about 7.3%, no sharp cut-off; inactive means mostly below about 5.4%; further: actives read high; inactives centre near 0; some compounds called inactive have numbers as strong as hits; reference of the scale not given here
HTR5A inv ctr = counter-screen for OPRM1-OPRD1 inverse agonists: human HTR5A inverse agonism; P47898; HTR5A cell line, luminescence; inhibition, % at 9.3 µM; actives 0.083% (n = 340,000); AID 504634; in the data active means inhibition mostly above about 23%, no sharp cut-off; inactive means mostly below about 18%;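 further: 0% = cells with DMSO and 100% = no-cell wells with DMSO; some compounds called inactive have numbers as strong as hits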
* marks the source's active call; other numbers are inactive results; . = not tested or not shown. No enrichment for hits. Share with any hit: about 2.8%.

SMILES | OPRM1-OPRD1 ag | C-LANA FP | MOR-DOR inv ag | Keap1-Nrf2 PPI | cardiac RTF act | HTR5A ag ctr | CAL PDZ FP | Cardiac RTF inh | V-ATPase pH | HTR5A inv ctr
CS(=O)(=O)c1ccccc1C(=O)Nc1nc2ccccc2[nH]1 | -0.2 | -0.4 | 1 | 0 | 5 | 4 | -8 | 0 | 2 | -10
O=C(O)c1ccc(N=Nc2c(O)ccc3ncccc23)cc1 | -3.6 | 8.3 | 20 | -1 | -21 | -1 | 2 | 10 | -2 | 5
CCCCC(=O)Nc1ccc(C(=O)NCc2ccncc2)cc1 | -3.9 | -0.6 | 17 | 5 | 0 | 7 | -1 | -7 | 0 | -18
COc1cc(/C=N/NC(N)=O)ccc1OCC(=O)Nc1ccc(C)c(C)c1 | -1.3 | 0.2 | 7 | -5 | -4 | 2 | -3 | -10 | -1 | 3
COc1ccc2c(c1)c(C(O)CN1CCN(Cc3ccc4c(c3)OCO4)CC1)c(C)n2C (stereo not drawn) | -0.9 | 0.5 | 5 | -7 | 0 | -1 | -3 | -25 | 4 | 6
CCOC(=O)N/N=C(\C)c1ccc(C)c([N+](=O)[O-])c1 | -2.8 | 0.9 | 15 | -4 | -7 | 1 | -2 | -9 | 1 | 0
CC(=O)Nc1cccc(OCC(=O)Nc2ccccc2)c1 | -3.0 | 0.4 | 16 | 3 | 2 | -4 | 2 | 3 | 1 | -9
CSc1ncc2c(n1)-c1cc(C)ccc1SC2 | 0.2 | 1.5 | -1 | -8 | -3 | 7 | -12 | -11 | 2 | -1
COc1ccccc1NC(=O)CCC(=O)OCC(=O)c1ccc(C)c([N+](=O)[O-])c1 | -9.6 | 1.2 | 53* | 2 | -3 | 6 | -2 | -7 | 6 | 5
COn1cnnc1-c1ccccc1 | 0.0 | 0.4 | 0 | -2 | -3 | 4 | 6 | 3 | -1 | 4
CCOc1ccccc1N1CCN(C(=S)Nc2ccc(S(N)(=O)=O)cc2)CC1 | 0.2 | -0.3 | -1 | -3 | -5 | -1 | -4 | -5 | -1 | 5
CC(C)n1c(=O)[nH]c2cc(C(=O)Nc3ccccc3)ccc21 | -2.3 | 3.1 | 11 | -8 | 8 | 10 | -2 | -1 | 0 | -14
N#C/C(=C/c1cccs1)c1ccccn1 | -2.3 | -2.1 | 12 | -3 | -1 | -2 | -6 | 1 | 1 | -7
O=C(CN1CCN(S(=O)(=O)c2ccccc2)CC1)NC(=O)NC1CCCCC1 | -2.2 | -2.1 | 12 | 3 | -2 | 2 | 2 | -14 | 1 | 9
O=C(CN(C(=O)c1csnn1)c1ccc(F)c(Cl)c1)NCc1ccccc1 | -2.4 | -1.7 | 15 | 2 | -8 | -1 | 0 | -11 | 2 | 5
CCN(CC)c1ccc(CNC23CN4CN(CN(C4)C2)C3)cc1 | -2.2 | 0.5 | 12 | 1 | 3 | 2 | -1 | -3 | -4 | -6
Cn1cc(S(=O)(=O)Oc2ccccc2)c(=O)n(C)c1=O | 0.3 | 2.7 | -1 | 3 | 2 | 1 | -1 | -5 | -2 | -2
Cc1ccc(C)n1NC(=O)c1ccc(Cl)cc1Cl | -1.0 | -3.5 | 6 | -1 | -5 | -1 | 1 | -2 | 4 | -9
CCCCOC(=O)NC(NCC(O)c1ccccc1)(C(F)(F)F)C(F)(F)F (stereo not drawn) | 3.4 | 0.0 | -20 | -2 | 0 | 5 | 2 | 15 | -1 | 1
O=C(Cc1ccccc1[N+](=O)[O-])NCC(=O)c1ccc2c(c1)OCO2 | -2.5 | -3.2 | 11 | -3 | -8 | 3 | -5 | -6 | 7 | -12
S=C(NC1CC1)N1CCN(c2ccc(Cl)cc2)CC1 | -0.7 | -0.7 | 5 | -3 | -1 | 1 | 7 | -7 | -2 | -2
O=C(OCC(=O)N1CCCC1)c1ccccc1C(=O)c1ccccc1 | 0.1 | 2.7 | 0 | 0 | -1 | -5 | 0 | -2 | -1 | 12
Cc1ccc2c(O)c(C)c(=O)[nH]c2n1 | -1.5 | 2.0 | 8 | -4 | 1 | 1 | -3 | -1 | 1 | -2
COc1ccc2c(c1)C(=O)N1[C@H]3c4cc(OC)ccc4OC[C@@H]3[C@H](c3ccccc3)[C@]1(C)C(=O)N2 | -0.8 | 2.2 | 5 | -4 | -1 | 4 | -2 | 8 | 9 | -3
CC1CCCN(CCOCCSc2ccccc2)C1 (stereo not drawn) | -2.6 | 2.4 | 13 | -4 | 7 | -1 | -2 | 5 | 2 | 20
O=C1CC(N2CCOCC2)C(=O)N1CCN1C(=O)CC(N2CCOCC2)C1=O (stereo not drawn) | 0.9 | 2.4 | -6 | -2 | 1 | 2 | 1 | -3 | 0 | -5
CCC(C)[C@H](NC(=O)NCc1ccccc1Cl)C(=O)OC (stereo partly drawn) | -1.0 | -0.1 | 5 | 3 | -5 | 1 | . | -4 | . | 11
Cc1cccc(C(=O)NNC(=O)c2ccco2)c1 | -0.3 | 0.1 | 2 | -5 | -4 | 0 | 2 | -21 | . | 4
CCO[C@H]1OC(C(=O)NC2CC2)=C[C@@H](C)[C@@H]1CCCO | -1.8 | 0.3 | 11 | -4 | -1 | 2 | -1 | 1 | -5 | -6
CCCN(CCC)CCNC(=O)CCC(=O)Nc1ccc2nc(N3CCN(C)CC3)cc(C)c2c1 | -1.6 | -2.1 | 8 | -5 | 1 | 1 | 7 | -16 | -1 | 0
O=C(CCNC(=O)c1ccco1)Nc1ccc(SC(F)F)cc1 | -1.1 | -1.1 | 6 | 3 | -9 | 3 | -1 | -9 | 1 | -8
Cc1ccc(/C([O-])=C(/C(=S)NCc2ccccc2)[n+]2cccc(CO)c2)cc1[N+](=O)[O-] | 0.4 | 0.3 | -2 | 5 | -5 | 0 | -3 | -15 | -3 | 0
COc1ccc(C(=O)Nc2cc(OC)cc3cccnc23)cc1 | -3.1 | -1.6 | 14 | 0 | 5 | 0 | 3 | -2 | 0 | -1
COc1ccc(NC(=O)CCOc2ccccc2F)cc1S(=O)(=O)N1CCCCC1 | -0.2 | -1.3 | 1 | -6 | 0 | 0 | . | -12 | 7 | 1
c1ccc(CSc2nnc(-c3ccncc3)o2)cc1 | -3.1 | -0.3 | 14 | 1 | -4 | 4 | . | 2 | 3 | -10
Cc1nc2nc(-c3ccccc3)cc(=O)n2[nH]1 | -0.9 | 1.4 | 5 | 2 | 1 | -1 | 0 | -9 | 1 | -22

Rewritten as a markdown table: 4 of the compounds above
| SMILES | OPRM1-OPRD1 ag | C-LANA FP | MOR-DOR inv ag | Keap1-Nrf2 PPI | cardiac RTF act | HTR5A ag ctr | CAL PDZ FP | Cardiac RTF inh | V-ATPase pH | HTR5A inv ctr |
| --- | --- | --- | --- | --- | --- | --- | --- | --- | --- | --- |
| Cc1nc2nc(-c3ccccc3)cc(=O)n2[nH]1 | -0.9 | 1.4 | 5 | 2 | 1 | -1 | 0 | -9 | 1 | -22 |
| CCC(C)[C@H](NC(=O)NCc1ccccc1Cl)C(=O)OC (stereo partly drawn) | -1.0 | -0.1 | 5 | 3 | -5 | 1 | . | -4 | . | 11 |
| Cc1ccc(/C([O-])=C(/C(=S)NCc2ccccc2)[n+]2cccc(CO)c2)cc1[N+](=O)[O-] | 0.4 | 0.3 | -2 | 5 | -5 | 0 | -3 | -15 | -3 | 0 |
| O=C(CCNC(=O)c1ccco1)Nc1ccc(SC(F)F)cc1 | -1.1 | -1.1 | 6 | 3 | -9 | 3 | -1 | -9 | 1 | -8 |

(continued)
SMILES | OPRM1-OPRD1 ag | C-LANA FP | MOR-DOR inv ag | Keap1-Nrf2 PPI | cardiac RTF act | HTR5A ag ctr | CAL PDZ FP | Cardiac RTF inh | V-ATPase pH | HTR5A inv ctr
O=C(NCc1ccc2c(c1)OCO2)C1CCC(=O)N1C1CCCCC1 (stereo not drawn) | -2.5 | 2.5 | 12 | 3 | 4 | 0 | 2 | 2 | -1 | 0
OC(CN1CCN(Cc2ccc3c(c2)OCO3)CC1)c1c[nH]c2ccccc12 (stereo not drawn) | 3.7 | 0.9 | -18 | -4 | -4 | 2 | -4 | -14 | 0 | -7
Cc1ccc(OCCNC(=O)c2cc(-n3cnnc3)ccc2Cl)cc1C | -0.8 | 0.1 | 5 | -5 | -1 | 2 | -4 | -6 | -1 | -10
COc1ccc(C(C)(C)C)cc1NC(=O)c1ccc2c(c1)SC1=NS(=O)(=O)CCN12 | -1.1 | -2.8 | 6 | -3 | 3 | 2 | 7 | 0 | -3 | -4
CCOC(=O)N1CCN(C(=O)C2CCN(CC3CCCCC3)CC2)CC1 | 0.0 | -1.2 | 0 | -2 | 2 | -6 | -5 | -1 | -2 | 22
CCCOc1ccc(C(=O)Nc2nc(C)c(Cc3ccc4c(c3)OCO4)s2)cc1 | 8.2 | -0.9 | -53 | -1 | -8 | 5 | 0 | 2 | 1 | -13
CN1C(=O)C2(c3ccccc31)C1CCCC=C1C(C#N)=C(N)C2(C#N)C#N (stereo not drawn) | 3.5 | -0.5 | -19 | -7 | 5 | -5 | . | -9 | -2 | 18
COc1ccc(-c2nc3ccncc3[nH]2)cc1OC | -0.2 | 1.1 | 1 | 4 | 2 | -4 | -3 | -1 | 3 | 4
O=C(Nc1ccc(F)cc1F)C1CCN(c2ncnc3c2sc2cccc(F)c23)CC1 | -0.4 | 0.6 | 3 | -1 | 4 | 5 | . | -10 | 4 | -14
Nc1ccc(Cc2ccc([N+](=O)[O-])cc2)cc1 | -4.0 | 1.9 | 19 | 1 | 0 | -2 | -1 | -2 | 2 | 7
O=C(COc1ccccc1Cl)NCCCNC(=O)c1ccccn1 | -0.5 | 0.3 | 4 | 0 | -3 | 4 | 6 | -1 | -1 | -4
Cc1ccsc1/C=N/NC(=O)c1ccc2nc[nH]c2c1 | 0.3 | 1.2 | -2 | 2 | 2 | 7 | -2 | 2 | 0 | -26

One compound at a time, from the list above. Screens in order: OPRM1-OPRD1 ag | C-LANA FP | MOR-DOR inv ag | Keap1-Nrf2 PPI | cardiac RTF act | HTR5A ag ctr | CAL PDZ FP | Cardiac RTF inh | V-ATPase pH | HTR5A inv ctr
Record of `Cc1ccc(OCCNC(=O)c2cc(-n3cnnc3)ccc2Cl)cc1C` = -0.8 | 0.1 | 5 | -5 | -1 | 2 | -4 | -6 | -1 | -10
Record of `OC(CN1CCN(Cc2ccc3c(c2)OCO3)CC1)c1c[nH]c2ccccc12` (stereo not drawn) = 3.7 | 0.9 | -18 | -4 | -4 | 2 | -4 | -14 | 0 | -7

Remaining list, next part:
SMILES | OPRM1-OPRD1 ag | C-LANA FP | MOR-DOR inv ag | Keap1-Nrf2 PPI | cardiac RTF act | HTR5A ag ctr | CAL PDZ FP | Cardiac RTF inh | V-ATPase pH | HTR5A inv ctr
O=C(COc1ccc(Cl)cc1)Nc1cccc(-c2ccc(N3CCOCC3)nn2)c1 | -3.8 | 0.2 | 19 | 0 | -9 | 6 | -1 | -3 | 2 | 3
c1ccc2c(c1)OCC(c1csc3ncnc(N4CCOCC4)c13)O2 (stereo not drawn) | 2.6 | -0.5 | -15 | -6 | 10 | 4 | -2 | -3 | 1 | -8
Cc1cc(C)c(NC(=O)c2cc(=O)c3ccccc3o2)c(C)c1 | 0.1 | 0.4 | 0 | -6 | 4 | -4 | 0 | 0 | 0 | 10
Nc1ccn(CC(=O)NCCNc2ccc([N+](=O)[O-])cn2)c(=O)n1 | -1.0 | 0.3 | 6 | -2 | -2 | -4 | 1 | -1 | -4 | 6
